Bioassay records (PubChem)
Rat MKP-3 inhibitors = MKP-3 phosphatase inhibitors, primary screen, biochemical, rat enzyme, in vitro (AID 425). recombinant MKP-3 phosphatase activity, fluorescence; higher % means a stronger effect. one-dose inhibition, % at 20 µM; IC50 in µM for titrated hits. actives 0.17% (n = 110,000); in the data active = inhibition above about 50%;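 also: plate controls were vehicle for no effect and reference inhibitor for full effect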
Hsp70 displacement = Hsp70 inhibitors, probe displacement, primary screen, biochemical, fluorescence polarization (AID 583). Hsp70 fluorescence polarization probe displacement, mP; higher % means a stronger effect. one-dose displacement, % at 20 µM; IC50 in µM for titrated hits. actives 0.06% (n = 140,000); in the data active = displacement above about 50%;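 also: plate controls were vehicle for no effect and reference ligand for full effect; a part of the inactive calls stands beside numbers as strong as those of hits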
* = called active by the depositor; nt = not tested or not shown; & = joins results of further samples.

SMILES	Rat MKP-3 inhibitors	Hsp70 displacement
Cc1cc(OCC(=O)NCc2ccc(Cl)cc2)ccc1Br	3%	-2.3%
COc1ccc(-c2nc(-c3cccc(C)c3)no2)cc1OC	-4%	4.2%
c1ccc(-n2ncc3c(NCc4ccc5c(c4)OCO5)ncnc32)cc1	-4%	0.9%
Cc1ccc2[nH]c(C)c(CN3CCCC3)c(=O)c2c1	1%	-3.4%
Cc1onc(-c2ccccc2Cl)c1C(=O)NCc1ccc(S(N)(=O)=O)cc1	-1%	2.9%
Cc1cc(C)nc(-n2nc(C)cc2NC(=O)CN2CCCC(C)C2)n1 (stereo not drawn)	2%	-2.3%
CCOC(=O)c1cccc(NC(=O)c2cncc(Br)c2)c1	-6%	1.3%
Cc1ccc(C(=O)Nc2cccc(C(=O)O)c2)cc1	nt	0.4%
COC(=O)c1c(C)oc2ccc(O)cc12	5%	2.1%
O=C(COC(=O)c1ccccc1NC(=O)c1ccco1)Nc1ccc2c(c1)OCO2	-4%	-0.1%
CC1Oc2ccccc2N(Cc2cccnc2)C1=O (stereo not drawn)	4%	-1.6%
O=C(Nc1c2c(nn1-c1ccc(F)cc1)CSC2)c1ccc(S(=O)(=O)N2CCOCC2)cc1	0%	5.0%
Cc1ccc(OCCCCn2cnc3ccccc32)c(C)c1	nt	2.3%
COc1ccc2nc(NC(=O)c3sc4cc([N+](=O)[O-])ccc4c3Cl)sc2c1	0%	-0.2%
CCc1nc2n[nH]c(N)c2c2c1CCCC2	-9%	-2.3%
CCC(=O)c1ccc(N2CCCCCC2)c(F)c1	-8%&1%	-2.3%&-2.1%
Cc1nn(C)c(C)c1S(=O)(=O)N(CC(=O)Nc1ccccn1)c1ccc(C(C)C)cc1	2%	3.9%
O=C(NCc1cccnc1)c1cnn2ccccc12	4%	2.5%
CCn1c2ccccc2c2cc(CN3CCN(Cc4ccccc4OC)CC3)ccc21	10%	-3.1%
CC1(C)Cc2c(C#N)c(N3CCOCC3)nc(-c3ccccc3)c2CO1	0%	-4.8%
O=C(CN1CCN(c2ccccn2)CC1)N(c1ccccc1)c1ccc2ccccc2c1	-11%	-0.2%
CC(=O)CCc1c(C)c2ccccc2[nH]c1=S	0%	-2.4%
COc1ccc(C2CC(c3ccc(Cl)cc3)Nc3nc(NC(=O)c4ccco4)nn32)cc1 (stereo not drawn)	-3%	-4.5%
O=C(CN1CCCC1)NCC1(c2ccccc2)CCOCC1	-11%	2.7%
CC1=CC(C#N)(C#N)C(C#N)(C#N)C(c2ccccc2)N1 (stereo not drawn)	-7%	38%
The listing continues:
SMILES	Rat MKP-3 inhibitors	Hsp70 displacement
COC(=O)C1=C(C)N=c2s/c(=C\c3ccc(-c4ccccc4C(=O)O)o3)c(=O)n2C1c1ccccc1 (stereo not drawn)	8%	-94%
O=C1C(c2ccnc3ccccc23)=C(O)c2ccccc21	nt	-6.0%
O=C(Nc1ccc(Cl)cc1)c1ccc(CN2CCN(c3ccccc3)CC2)cc1	2%	-4.8%
O=C(O)CCCn1c(=O)[nH]c2ccccc2c1=O	-6%	-2.0%
O=P(/C(=N/O)Sc1ccccc1)(N1CCOCC1)N1CCOCC1	1%	-0.5%
O=C(CSc1nnc(Cc2cccs2)n1-c1ccc(Cl)cc1)NCc1ccc2c(c1)OCO2	nt	-3.9%
COc1ccc(C2CC(=O)C3=C(C2)Nc2ccccc2NC3c2ccc(O)c([N+](=O)[O-])c2)cc1OC (stereo not drawn)	2%	-4.4%
Cc1ccc(-n2ncc3c(=O)n(CC(=O)NCc4ccco4)cnc32)cc1	-7%	0.5%
CCOC(=O)c1sc(=NC(=O)c2cccc(OC)c2)n(C)c1C	-8%	0.6%
O=C(c1cc2cc([N+](=O)[O-])ccc2oc1=O)N1CCN(C/C=C/c2ccccc2)CC1	-5%	-2.8%
COc1cccc(C(=O)Nc2cccnc2)c1	nt	3.3%
COC(CNc1cc(=O)oc2ccccc12)OC	nt	3.9%
CC(=O)Nc1ccccc1C(=O)N1CCN(Cc2ccccc2)CC1	4%	-4.3%
COc1ccc(CCNC(=O)c2cc3sc(Cl)cc3n2C)cc1OC	-8%	5.9%
COc1cc(/C=C(/C#N)C(=O)Nc2cccc(Br)c2)c([N+](=O)[O-])cc1OC	2%	0.0%
COC(=O)Cn1nnc(-c2cccc(OC)c2)n1	2%	-0.3%
CCOC(=O)C1(C)C(Br)=C(O)C(=O)N1c1ccccc1 (stereo not drawn)	1%	4.2%
COCC(=O)NCCNc1nc2ccc(C)cc2cc1C	-2%	0.7%
O=C(c1cccc([N+](=O)[O-])c1)c1ccc2c(c1)C(=O)N(NC(=O)c1ccco1)C2=O	2%	1.0%
CCOC(=O)c1c(-n2cnnn2)sc(C)c1C	-4%	6.9%
COc1cc(/C=C2/C(=O)NN(c3ccc(C)c(C)c3)C2=O)cc([N+](=O)[O-])c1O	0%	10%
CCCCN(Cc1ccccc1)c1ncnc2nc[nH]c12	-3%	3.0%
COc1ccc(S(=O)(=O)N2CCN(CCC(=O)Nc3ccc(F)cc3)CC2)cc1	nt	-0.3%
CCOC(=O)N1CCC(NC(=O)c2cccc3c2C(=O)N(c2ccc(OC)cc2)C3)CC1	6%	3.2%
COc1ccc(C2=NN(C(=O)CCC(=O)O)C(c3ccc(Br)cc3)C2)cc1 (stereo not drawn)	4%	-0.2%
Carrying on.
SMILES	Rat MKP-3 inhibitors	Hsp70 displacement
O=C(/C=C/c1ccc2c(c1)OCO2)NCCSCc1cccc(Cl)c1	0%	0.2%
COC(=O)c1ccc(Cl)c(NC(=O)CN2CCC(C)CC2)c1	nt	3.5%
CCOc1ccc(/C=N/N2CCN(Cc3ccc(Cl)cc3)CC2)cc1OC	2%	-1.0%
CC(=O)OC(OC(C)=O)C12C=CC(O1)C1C(=O)N(c3cccc([N+](=O)[O-])c3)C(=O)C12 (stereo not drawn)	4%	-2.6%
Cc1ccc(Oc2ccc(N)cc2)cc1	-7%	-2.3%
O=C1C2C3C=CC(C3)C2C(=O)N1Nc1ccccc1 (stereo not drawn)	-1%	-13%
COc1cc(/C=N/N=C2c3ccccc3-c3ccccc32)cc(OC)c1OC	-2%	-6.4%
COc1cc(-c2nc(-c3cccc(C)c3)no2)cc(OC)c1OC	-8%	3.0%
COc1ccc(C(CNC(=O)C2CC(=O)N(Cc3ccc(C)cc3)C2)N(C)C)cc1 (stereo not drawn)	-15%	-3.0%
N#CC1=C(N)Oc2c(sc3ccccc23)C1c1ccc(Br)o1 (stereo not drawn)	2%	-0.5%
c1ccn2cc(CSC3=NCCS3)nc2c1	-1%	-1.7%
CCC(=O)N1CCc2cc(S(=O)(=O)CCC(=O)Nc3cccc(F)c3)ccc21	5%	-3.1%
COC(=O)CCS(=O)(=O)c1nc(-c2ccccc2)cc(C(F)(F)F)n1	nt	0.3%
Cc1sc2ncnc(NCC3CCCO3)c2c1C (stereo not drawn)	nt	-4.8%
O=S1(=O)CCN=C2SC3=C(CCCC3)N21	6%	1.5%
O=C(Cn1ncn2c(cc3ccccc32)c1=O)NCCC1=CCCCC1	-5%	0.4%
C=CCNC(=S)NNC(=O)c1ccccc1Br	0%	11%
CC1(C)C(=O)Nc2ccccc2N1C(=O)COc1ncnc2ccccc12	-4%	0.0%
O=C(Nc1ccc(N2CCOCC2)c(Cl)c1)c1ccccc1F	nt	-8.3%
COc1ccc(S(=O)(=O)N2CCN(Cc3ccc(C)cc3)CC2)cc1	-1%	-1.3%
CCOC(=O)C1CCCN(c2nc3ccccc3nc2C(C#N)C(=O)OCCOC)C1 (stereo not drawn)	-2%	-9.7%
Cc1cc(NC(=O)CSc2nnc(Cc3cccn3C)n2CCc2ccccc2)no1	4%	-6.9%
COC(=O)C1=C(C)NC(=O)C1(NS(=O)(=O)c1ccc(NC(C)=O)cc1)C(F)(F)F (stereo not drawn)	nt	10%
CC(C)(C)c1ccc(-c2conc2N)cc1	-5%	5.4%
C=CCn1c(SCC(N)=O)nnc1-c1ccccc1O	-4%	1.7%

3 entries from above, set out differently:
O=C(Nc1ccc(N2CCOCC2)c(Cl)c1)c1ccccc1F
  Rat MKP-3 inhibitors = nt | Hsp70 displacement = -8.3%
COc1ccc(S(=O)(=O)N2CCN(Cc3ccc(C)cc3)CC2)cc1
  Rat MKP-3 inhibitors = -1% | Hsp70 displacement = -1.3%
CCOC(=O)C1CCCN(c2nc3ccccc3nc2C(C#N)C(=O)OCCOC)C1 (stereo not drawn)
  Rat MKP-3 inhibitors = -2% | Hsp70 displacement = -9.7%

The main list resumes, repeating the 2 entries before the break.
SMILES	Rat MKP-3 inhibitors	Hsp70 displacement
CC(C)(C)c1ccc(-c2conc2N)cc1	-5%	5.4%
C=CCn1c(SCC(N)=O)nnc1-c1ccccc1O	-4%	1.7%
COC(=O)Nc1nc2ccc(Sc3ccccc3)cc2[nH]1	-3%	-1.0%
CN(C)C(=O)COc1cc2oc(=O)c3c(c2cc1Cl)CCCC3	0%	0.5%
COc1ccc(OC)c(NC(=O)c2ccc(Cl)c(Cl)c2)c1	2%	0.6%
COc1cccc(OC)c1-c1nn2c(-c3cc(-c4ccccc4)n[nH]3)nnc2s1	34%	nt
O=C(c1ccc(Cl)cc1)N1CCCOC1	-2%	-1.3%
COc1ccc(N2CCN(C(=O)c3cccc(Cn4cc(Cl)cn4)c3)CC2)cc1	nt	-2.0%
COc1ccccc1CNS(=O)(=O)c1ccc(NC(C)=O)cc1	-5%&0%	2.1%&1.1%
COC(=O)c1nnn(CC(=O)Nc2cc(Cl)ccc2C)c1C(=O)OC	5%	nt
CCCCOCCCNC(=O)c1c(-c2ccccc2)noc1C	-12%	1.6%
O=C(c1ccco1)N1CCN(S(=O)(=O)c2ccc3c(c2)CCN3C(=O)C2CCC2)CC1	-7%	-3.9%
Cc1cc(C)c(S(=O)(=O)N2CCN(C)CC2)c(C)c1	-9%	-5.1%
COCCN1C(=O)c2ccccc2C(C(=O)NCCCN2CCCC2)C1c1c[nH]c2ccccc12 (stereo not drawn)	4%	-0.5%
CC(=O)Nc1ccc(S(=O)(=O)N/N=C/c2cccnc2)cc1	-2%	2.9%
Cc1ccc(C(=O)Nc2ccc(Oc3ccccc3)cc2)o1	1%	2.8%
CCn1nnnc1NCc1ccc(N2CCCC2)cc1	5%	nt
Cc1cc(C=O)c(C)n1-c1ccc(Br)c2ccccc12	7%	-5.3%
C=CCc1cccc(Cl)c1OCCON1C(=O)CCC1=O	nt	1.9%
CC(C)(C)C1=C[C@@H](CO)C[C@@H](CO)C1	0%	1.1%
CC(C)(C)NCCCCOc1ccc2ccccc2c1	7%	-2.0%
CN1CCN(c2nc3c(c(=O)n(C)c(=O)n3C)n2Cc2cccc3ccccc23)CC1	7%	5.2%
CCOC(=O)c1cc2n(n1)C(C(F)(F)F)CC(C)N2 (stereo not drawn)	7%	-1.6%
CCCCOC(=O)c1ccc(NC(=O)c2cccc([N+](=O)[O-])c2)cc1	1%	2.1%
COc1ccccc1NC(=S)NNC(=O)c1ccc(Cl)cc1Cl	nt	-4.0%
Cn1c(C(=O)OCC(=O)NCC2CCCO2)cc2sccc21 (stereo not drawn)	-1%	-3.2%
O=C(CSc1ccc2ccccc2c1)Nn1cnnc1	nt	0.4%

Ordered by value in Hsp70 displacement (smallest number first): 4 of the compounds above.
SMILES	Rat MKP-3 inhibitors	Hsp70 displacement
O=C(c1ccco1)N1CCN(S(=O)(=O)c2ccc3c(c2)CCN3C(=O)C2CCC2)CC1	-7%	-3.9%
O=C(CN1CCN(c2ccccn2)CC1)N(c1ccccc1)c1ccc2ccccc2c1	-11%	-0.2%
O=C(Cn1ncn2c(cc3ccccc32)c1=O)NCCC1=CCCCC1	-5%	0.4%
COCC(=O)NCCNc1nc2ccc(C)cc2cc1C	-2%	0.7%

Next entries
SMILES	Rat MKP-3 inhibitors	Hsp70 displacement
c1ccc(-c2noc(CSc3nc4ccccc4o3)n2)cc1	-8%	1.1%
Cc1ccc(S(=O)(=O)NC(C)(C)CSc2nncn2N)cc1	-5%	-8.5%
COc1cccc(C(=O)CSc2nc3ccccc3n2CC(=O)N2CCOCC2)c1	-13%	-3.0%
Cc1cc(C)cc(OCc2nnc(SCC(=O)N3CCN(c4ccccc4)CC3)o2)c1	-4%	-1.5%
COc1cc(/C=C2\N=C(c3ccccc3)OC2=O)cc(Br)c1OCc1c(C)no[n+]1[O-]	3%	-5.1%
Cc1nn(C(=O)C23CC4CC(CC(C4)C2)C3)c(C)c1Sc1ccc([N+](=O)[O-])cc1	0%	-2.0%
COc1ccccc1CN(Cc1nc2ccccc2c(=O)[nH]1)S(=O)(=O)c1ccc2ccccc2c1	nt	-1.1%
CCCN1C(=O)/C(=C2\SC(=S)N(CCC(=O)O)C2=O)c2ccccc21	2%	-0.7%
O=C(c1ccc2snnc2c1)N1CCCCC1	nt	4.1%
C=C(Br)Cn1c(SCC)nc2ccccc21	-2%	0.1%
O=C(c1ccc(Br)cc1)N1CCN(c2nc3ccc([N+](=O)[O-])cc3s2)CC1	3%	-0.8%
CC1(C)c2ssc(=S)c2-c2ccccc2N1C(=O)c1ccccc1	5%	-4.3%
COc1ccc(NC2=NC3(CCCC3)N=C(N)N2)cc1	0%	1.1%
O=C(O)c1cccc(S(=O)(=O)N2Cc3ccccc3C2)c1	nt	-2.2%
O=C(O)C1C(c2ccccc2)C(C(=O)N2CCOCC2)C1c1ccccc1 (stereo not drawn)	-8%	4.0%
COC(=O)c1ccccc1NC(=O)CSc1nnc(-c2ccc(OC)cc2)n1C	nt	4.1%
Cc1ccc(/C(N)=N/OC(=O)c2ccc(Cl)cc2Cl)cc1	-3%	0.2%
Cc1ccc(C(=O)N/C(=C/c2ccccc2Cl)C(=O)NN)cc1	-2%	2.5%
CC1CC(C)CN(CCCNC(=O)C2CCCN(c3nnc(N4CCCC4=O)s3)C2)C1 (stereo not drawn)	-5%	0.5%

This is a subset; the hit share may differ from the screen's.
